Screens from PubChem.
PLK1 inh: human PLK1 kinase inhibitors, primary screen, biochemical, TR-FRET; recombinant PLK1 kinase, TR-FRET peptide phosphorylation; 0.53% of 97,000 active; inhibition, % at 10 µM; Serine/threonine-protein kinase PLK1 (Homo sapiens), P53350; AID 619, 2007;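 active means inhibition of 50% or more in the single-concentration screen; inactive means inhibition below 50%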;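 further: 0% = DMSO max control and 100% = H-89 dihydrochloride min control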
CYP2C9 inh: blockers of cytochrome P450 2C9 activity – biochemical, luminescence, ADME assay, primary screen; AID 777, 2007; 20% of 96,000 active; CYP2C9 Supersomes, luciferin-H conversion; inhibition, % at 5 µM;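 active means blocking of liver enzyme CYP2C9 beyond about 50% at 5 µM, limit read from the data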; further: values of inactives mirror those of a sister screen read the other way
Target sequence (P11712 whole entry, looked up): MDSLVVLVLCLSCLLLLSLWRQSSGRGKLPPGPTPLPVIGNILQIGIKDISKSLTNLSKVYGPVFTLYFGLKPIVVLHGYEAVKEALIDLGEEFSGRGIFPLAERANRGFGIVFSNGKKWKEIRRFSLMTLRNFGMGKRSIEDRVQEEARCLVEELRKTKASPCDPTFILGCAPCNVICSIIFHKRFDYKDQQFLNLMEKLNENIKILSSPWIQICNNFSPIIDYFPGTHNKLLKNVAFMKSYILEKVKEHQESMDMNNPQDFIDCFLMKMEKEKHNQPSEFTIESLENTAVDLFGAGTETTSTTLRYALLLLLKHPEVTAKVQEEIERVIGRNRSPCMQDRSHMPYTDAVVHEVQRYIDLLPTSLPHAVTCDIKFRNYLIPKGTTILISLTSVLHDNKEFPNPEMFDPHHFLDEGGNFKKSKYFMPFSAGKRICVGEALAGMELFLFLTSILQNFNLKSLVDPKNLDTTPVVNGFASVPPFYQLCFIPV
CYP2C19 act: human CYP2C19 activators, primary screen, biochemical, luminescence. Cytochrome P450 2C19 (Homo sapiens), P33261. recombinant CYP2C19, luciferin-H EGE luminescence; hits give high values; 0 = fully inhibited enzyme, 1 = untreated enzyme. activation factor at 5 µM. 96,000 tested, under 10 active. AID 1025, 2008;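 active means activation factor of at least 2 at 5 µM in the primary screen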;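 further: 0 = wells with 2.5 mM tranylcypromine and 1 = vehicle-only wells; values of inactives mirror those of a sister screen read the other way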
Target sequence (P33261 whole entry, looked up): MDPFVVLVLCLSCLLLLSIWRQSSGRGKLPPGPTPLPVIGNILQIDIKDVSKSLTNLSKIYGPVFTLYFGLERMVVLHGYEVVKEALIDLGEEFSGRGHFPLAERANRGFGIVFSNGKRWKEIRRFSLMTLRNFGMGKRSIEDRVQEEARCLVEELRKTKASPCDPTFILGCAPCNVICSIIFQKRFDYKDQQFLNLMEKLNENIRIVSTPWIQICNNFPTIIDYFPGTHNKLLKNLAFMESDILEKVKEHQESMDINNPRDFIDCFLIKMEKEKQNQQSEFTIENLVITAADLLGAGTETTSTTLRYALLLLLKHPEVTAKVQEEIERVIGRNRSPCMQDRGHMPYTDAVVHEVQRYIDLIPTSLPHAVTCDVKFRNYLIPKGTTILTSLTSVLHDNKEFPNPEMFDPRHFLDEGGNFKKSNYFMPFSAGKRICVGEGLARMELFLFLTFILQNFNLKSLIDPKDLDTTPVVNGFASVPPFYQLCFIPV
HIV Rev-RRE inh: HIV-1 Rev-RRE binding inhibitors, primary screen, biochemical, FRET, protein-RNA interaction; P05866; Rev peptide-RRE RNA binding; inhibition, % at 8 µM; 0.79% of 97,000 active; AID 704, 2007;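 active means inhibition above the screen-wide mean plus 3 SD, cut at about 35% in these data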;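 further: 0% = median DMSO wells and 100% = median Neomycin B control wells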
Target sequence (P05866 whole entry, looked up): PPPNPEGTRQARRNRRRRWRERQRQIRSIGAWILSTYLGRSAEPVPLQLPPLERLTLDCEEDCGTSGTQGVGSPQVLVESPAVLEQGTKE
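assay system = Cy5-tagged RRE RNA duplex with fluorescein-tagged Rev peptide | incubation = 5 + 15 min at 25 °C | also added = labelled Rev peptide | measure = % inhibition of FRET ratio versus controls | benchmarks = DMSO wells as 0% and neomycin B wells as 100% inhibition | measured by = FRET fluorescence readout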
CYP2C19 inhib: blockers of cytochrome P450 2C19 activity – biochemical, luminescence, ADME assay, primary screen | CYP2C19 Supersomes, luciferin-H EGE luminescence, 30 min | inhibition, % at 5 µM | P33261 | 21% of 96,000 active;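 active means CYP2C19 inhibition above a set limit at 5 µM in the primary screen, cut at about 50% in these data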;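 further: plate controls were negative control wells for no effect and 2.5 mM tranylcypromine positive control for full effect; values of inactives mirror those of a sister screen read the other way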
EphB4 antag: EphB4-ephrin-B2 interaction antagonists, primary screen, biochemical, TNYL-RAW peptide probe, fluorescence polarization. Ephrin type-B receptor 4 (Homo sapiens), P54760. EphB4 LBD / TNYL-RAW-Alexa532 peptide. inhibition, % at 7 µM. 0.15% of 97,000 active;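 active means inhibition above the screen-wide mean inhibition plus 3 SD, cut at about 15% in these data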;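 further: 0% = DMSO wells and 100% = excess unlabeled TNYL-RAW peptide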
CYP2C9 activ: human CYP2C9 activators, primary screen, biochemical, luminescence; recombinant CYP2C9, luciferin-H conversion; hits give high values; factor 1 = untreated enzyme, 0 = blocked; 1.4% of 96,000 active; AID 1024, 2008; Cytochrome P450 2C9 (Homo sapiens), P11712; activation factor at 5 µM;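 active means activation factor of 2 or more for CYP2C9 at a 5 µM dose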;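 further: 0 = sulfaphenazole-blocked wells and 1 = vehicle-only wells; values of inactives mirror those of a sister screen read the other way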
PLK1 PBD inh: Plk1 polo box domain binding inhibitors, primary screen, biochemical, fluorescence polarization; inhibition, %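 (tested at about 20 µM)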; 0.13% of 97,000 active; AID 693, 2007; Plk1 PBD phosphopeptide binding; in the data active means inhibition above about 34%, passing the limit was not always enough
PLAP act: PLAP enzyme activators, biochemical, luminescence, HTS | purified PLAP enzyme, luminescent substrate read-out; hits give high values | 1.2% of 96,000 active | Alkaline phosphatase, placental type (Homo sapiens), P05187 | activation fold at 20 µM; in the data active means activation fold above about 2
An asterisk follows results filed as active; . = no result given.

#	Structure	PLK1 inh	CYP2C9 inh	CYP2C19 act	HIV Rev-RRE inh	CYP2C19 inhib	EphB4 antag	CYP2C9 activ	PLK1 PBD inh	PLAP act
1	O=C(Nc1ccc(Cl)cc1)Nc1ccc2c(c1)N1CCN=C1S2	-3	67*	0.6	3	42	-1	0.3	-9	1.6
2	COc1ccc(-c2cc(=Nc3ccc(C)cc3)c3ccccc3o2)cc1	-9	53*	0.7	12	34	-6	0.5	5	1.1
3	COC(=O)c1ccc(NC(=S)NCCc2ccccc2)cc1	-7	.	.	-3	.	0	.	9	.
4	CCCC(=O)Nc1cc(-c2nc3ncccc3o2)ccc1C	-5	.	.	8	.	2	.	11	.
5	O=C(c1cc2c(s1)CCC2)N1C(=O)c2ccccc2S1(=O)=O	-1	49	0.9	5	6	-2	0.5	-11	0.9
6	CCSc1nc2ccccc2n1Cc1cccc([N+](=O)[O-])c1	-9	48	0.6	10	35	-1	0.5	-6	0.8
7	COCc1[nH]nc2c1C(c1ccnc3ccccc13)C(C#N)=C(N)O2 (stereo unspecified)	0	26	0.7	5	27	-1	0.7	22	0.9
8	Clc1ccccc1C1CC(c2ccccc2)Nc2ncnn21 (stereo unspecified)	-5	40	0.6	3	38	6	0.6	-17	1
9	O=C(Cn1cnc2ccccc2c1=O)N1CCOCC1	-14	14	1	31	0	3	0.9	-14	1.1
10	O=C(CCn1c(=O)sc2ccccc21)Nc1cccnc1	-6	.	.	6	.	2	.	-5	.
11	Cc1ccc(C(=O)Nc2c(C(=O)NCc3ccco3)cnn2-c2ccccc2)cc1	0	56*	0.6	16	38	3	0.4	-8	1.3
12	COc1ccc2oc(=O)c(C(=O)NCc3ccccn3)cc2c1	-13	.	.	0	.	-6	.	-3	.
13	Cc1cccc(NC(=S)NC(=O)CCc2ccccc2)c1	-9	6	0.7	0	34	4	0.9	2	0.9
14	CCCc1ccc(/C=C2\C(=O)c3ccccc3C(O)=C2C(=O)OCC)cc1	-35	92*	0.2	-205	78*	-4	0.1	-20	0.8
15	O=C(COC(=O)CC12CC3CC(CC(Br)(C3)C1)C2)NC(=O)NCc1ccco1	-11	64*	0.5	7	46	-5	0.4	-5	1
16	CC(C)(C)n1ncc2c(=O)n(CC(=O)NCc3ccc(F)cc3)cnc21	-1	-18	1.1	5	-10	1	1.2	10	1
17	O=c1c2ccccc2nnn1CSc1nc2ccccc2c(=O)n1Cc1ccco1	.	29	0.8	.	25	.	0.7	.	0.9
18	CS(=O)(=O)c1ccc2nc(NC(=O)Oc3ccccc3)sc2c1	3	70*	0.9	12	11	1	0.3	-25	1
19	Cc1ccc(CNC(=O)c2ccc3c(=O)n(CCCN4CCCC4=O)c(=S)[nH]c3c2)cc1	-7	32	0.7	-1	26	-3	0.7	4	1.2
20	COc1ccccc1NC(=O)N1CCCC1C(=O)Nc1nnc(C(C)C)s1 (stereo unspecified)	-1	18	1	1	2	9	0.8	-25	1.3
21	O=C(NCCc1ccccc1)C(c1cccs1)N(C(=O)c1csnn1)C1CC1 (stereo unspecified)	-14	4	0.8	0	20	-5	1	-14	0.9
22	Oc1ccc(C2N=C(c3ccccc3)NC(c3ccccc3)=N2)cc1	-6	20	0.8	10	15	4	0.8	13	0.9
23	CN(c1cccc(NC(=O)c2ccc(Cl)c(S(=O)(=O)Nc3ccccc3)c2)c1)S(C)(=O)=O	-6	97*	0.2	1	85*	-13	0	-17	1.6
24	O=C(CSc1nnc(-c2ccccc2)c(-c2ccccc2)n1)N1CCc2ccccc21	-3	41	0.9	11	6	3	0.6	-3	1
25	COc1cccc(NC(=O)CSCC(=O)O)c1	-6	12	0.9	11	12	7	0.9	-8	1
26	CCOC(=O)COn1c(=O)c(-c2ccco2)[n+]([O-])c2ccccc21	1	16	0.9	13	5	-6	0.8	-10	1
27	COc1cccc2c(=O)c(SC(F)(F)C(F)C(F)(F)F)c(C)[nH]c12 (stereo unspecified)	6	34	0.6	5	44	-10	0.7	-2	1
28	CCOC(=O)c1cc2c(C)nn(-c3ccccc3)c2s1	-8	.	.	13	.	-1	.	19	.
29	Cc1c(NC(=O)C(C)Sc2nnc(-c3ccccc3)o2)c(=O)n(-c2ccccc2)n1C (stereo unspecified)	-2	-11	0.3	8	70*	4	1.1	22	2.1*
30	O=C(CSc1nnc(-c2ccc(Cl)cc2)o1)N1CCN(c2ccccc2)CC1	.	-14	1.2	.	-22	.	1.1	.	1.1
31	Cc1cnc(C(=O)Nc2ccccc2-c2nnn(CC(=O)NC3CCCC3)n2)cn1	-14	25	1.1	5	-13	-1	0.8	-13	1.2
32	COCCN(CC(=O)NCc1ccc(F)cc1)C(=O)CCC(=O)Nc1ccccn1	-14	-2	1	8	0	5	1	9	1.2
33	O=c1cc(N2CCCCC2)c(-c2ccccc2)nn1Cc1c(Cl)cccc1Cl	-7	45	0.7	7	27	7	0.6	-11	1.3
34	NC(N)=N/N=C/c1ccc(OCc2ccc(Cl)cc2)cc1	-4	17	0.6	2	40	7	0.8	13	1.3
35	NNC(=O)c1nnn(-c2nonc2N)c1-c1cccs1	-3	6	0.7	0	30	-5	0.9	8	1
36	Cc1ccc(S(=O)(=O)CCSc2nc(C)cc(C)c2C#N)cc1	-12	-29	0.5	17	46	-6	1.3	18	0.7
37	CCOC(=O)Cc1csc(NC(=O)c2cccnc2)n1	-2	10	0.9	6	14	4	0.9	-4	1.1
38	CS(=O)(=O)Nc1ccc(C(=O)NC2CCCC2)cc1	-2	0	1.1	5	-9	-6	1	7	1.1
39	CN(C)c1nc(C(N)=O)nc(N2CCOCC2)n1	6	4	1	12	-2	5	1	-15	0.9
40	CCOC(=O)C(C)Sc1nnc(Cc2cc(=O)[nH]c(=O)[nH]2)n1-c1ccc(Cl)cc1 (stereo unspecified)	-15	.	.	7	.	3	.	-17	.
41	Cc1cccc(CS(=O)(=O)Cc2ccc(C(=O)NCCCN3CCCC3)o2)c1	-6	25	0.9	9	11	2	0.8	-11	1.3
42	COc1cc(SC)ccc1C(=O)Nc1ccccc1C#N	-11	35	0.8	-2	15	-5	0.7	-18	1
43	Cc1cc(C)nc(NC(=O)/C=C/c2cccs2)c1	-6	-34	0.9	1	8	6	1.3	6	0.8
44	CC1=C(C(N)=O)C(c2ccc(C)o2)C(C(N)=O)=C(C)N1	-2	7	0.9	16	6	5	0.9	-6	0.8
45	Cc1cc2c(=O)n(Cc3ccco3)c(SCC(=O)N3CCCc4ccccc43)nc2s1	-12	90*	0.7	-4	32	-5	0.1	9	0.9
46	Cc1ccc(CS(=O)(=O)Cc2ccc(C(=O)NCC3CCCO3)o2)cc1 (stereo unspecified)	-8	10	1	3	-2	-1	0.9	6	1.3
47	FC(F)(F)c1nc2ccccc2nc1N/N=C/c1ccc(Cl)cc1	-6	21	0.8	2	17	-4	0.8	7	0.8
48	CCOC(=O)C1C(=O)NC(c2ccccc2)=NC1c1ccc(Cl)cc1 (stereo unspecified)	-10	20	0.4	8	57*	1	0.8	13	0.9
49	Cc1cc(C)nc(NC(=O)CSc2nc3cc(Cl)ccc3s2)n1	-6	-167	1	5	-1	-1	2.7*	1	1
50	COc1cc(C=O)ccc1OCCSc1ccc(C)cc1	-14	68*	0.2	6	85*	0	0.3	-2	1

(next part)
#	Structure	PLK1 inh	CYP2C9 inh	CYP2C19 act	HIV Rev-RRE inh	CYP2C19 inhib	EphB4 antag	CYP2C9 activ	PLK1 PBD inh	PLAP act
51	O=C(NCc1ccco1)c1nc2c(nnn2Cc2ccccc2Cl)c(=O)[nH]1	-2	.	.	1	.	-7	.	15	.
52	C=CCn1c(SCC(=O)N2CCc3ccccc3C2)nc2sc(C)cc2c1=O	-6	96*	0.4	2	63*	-1	0	13	0.8
53	CC(C)CC(NC(=O)C(CC(C)C)NC(=O)OC(C)(C)C)C(=O)O (stereo unspecified)	-12	14	0.9	-2	13	-4	0.9	18	1.2
54	O=S(=O)(N/N=C\c1ccc(-c2ccccc2Cl)o1)c1ccccc1	-9	.	.	5	.	-3	.	-32	.
55	CCC1CCCCN1Cc1ccc(CNS(=O)(=O)c2ccc3c(c2)oc(=O)n3C)o1 (stereo unspecified)	.	-4	1	.	-4	.	1	.	1.3
56	CCCC1Cc2nc(N3CCCCC3)c(C#N)cc2CO1 (stereo unspecified)	-7	86*	0.3	9	73*	-5	0.1	2	1.2
57	CCSc1nc(O)c(CC)c(=O)n1C(C)CC (stereo unspecified)	-13	-6	1	-4	-4	7	1.1	10	0.9
58	COCCCN1C(=O)C(=O)/C(=C(/O)c2ccc(OC)cc2)C1c1ccc(O)c(OC)c1 (stereo unspecified)	-6	0	1.1	-1	-7	0	1	-15	0.9
59	O=C(CCSc1nc(-c2ccco2)cc(C(F)(F)F)n1)NCc1cccs1	-3	.	.	6	.	-4	.	-11	.
60	COc1cc2[nH]c(=S)n(NC(=O)c3ccccc3)c(=O)c2cc1OC	-5	-16	1	5	2	-5	1.2	-23	1.5
61	CCOc1ccc(NC(=O)CCNc2c(N3CCCC3)c(=O)c2=O)cc1	-13	-15	0.8	2	24	-5	1.2	-19	0.9
62	O=C(Nc1ccc2ccccc2c1)c1cnccn1	2	-22	0.4	19	56*	-1	1.2	0	1.1
63	CC1(C(=O)NC2CCCCCCC2)CCC(=O)N1Cc1cccs1 (stereo unspecified)	-10	-28	0.3	1	71*	2	1.3	16	1.4
64	CCc1cc2c(NCc3ccco3)ncnc2s1	-7	41	0.5	3	50*	-11	0.6	14	0.9
65	O=C(CSc1nnc(-c2cccnc2)n1CCc1ccccc1)NCc1ccccc1	-13	.	.	-2	.	0	.	0	.
66	Cc1ccc(-n2ncc(C#N)c2/N=C/N2CCN(C)CC2)cc1	-12	-7	0.9	2	8	-3	1.1	-8	1
67	CC(C)COc1ccc(CNC(=S)NCc2ccccc2)cc1	-3	19	0.9	-2	7	0	0.8	29	0.8
68	Cc1cc(C)n2nc(C(=O)OCCOc3ccc(Br)cc3)nc2n1	.	9	0.9	.	15	.	0.9	.	1.1
69	CC(C)CCNC(=O)C(c1ccco1)N(Cc1ccccc1)C(=O)c1snc(C(N)=O)c1N (stereo unspecified)	.	24	0.5	.	49	.	0.8	.	1.4
70	CCN(CC)c1ccc(NC(=O)c2cc(OC)cc(OC)c2)c(C)c1	-7	-87	0.8	-5	24	-8	1.9	-1	0.8
71	N#CC1=C(SCC(=O)Nc2ccccc2)NC(=O)CC1c1ccco1 (stereo unspecified)	-14	.	.	3	.	-9	.	3	.
72	CCCCCCn1c(C(C)O)nc2ccccc21 (stereo unspecified)	-10	-6	0.7	6	34	1	1.1	22	1.2

Part of the list above in order of SMILES length, largest number first:
#	Structure	PLK1 inh	CYP2C9 inh	CYP2C19 act	HIV Rev-RRE inh	CYP2C19 inhib	EphB4 antag	CYP2C9 activ	PLK1 PBD inh	PLAP act
65	O=C(CSc1nnc(-c2cccnc2)n1CCc1ccccc1)NCc1ccccc1	-13	.	.	-2	.	0	.	0	.
61	CCOc1ccc(NC(=O)CCNc2c(N3CCCC3)c(=O)c2=O)cc1	-13	-15	0.8	2	24	-5	1.2	-19	0.9
62	O=C(Nc1ccc2ccccc2c1)c1cnccn1	2	-22	0.4	19	56*	-1	1.2	0	1.1
